# KCNQ2 inh – KCNQ2 potassium channel inhibitors, primary screen, cell-based, CHO-K1, FluxOR thallium flux, B-score (AID 2156). B-score at 10 µM. O88943. actives 1.1% (n = 310,000). 20 min; hits give low values;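 active means fluorescence ratio B-score at most minus 3 library SDs, with starting brightness B-score within 2 library SDs, cut at about -5.5 in these data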
# Kir21 inh – Kir2.1 (mouse) channel inhibition | P35561 | HEK293-Kir2.1, FluxOR thallium flux fluorescence; hits give low values | B-score at 10 µM | actives 0.85% (n = 310,000);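 active means fluorescence ratio B-score at or below minus 3 SD of library scores, with starting-brightness B-score within 2 SD, cut at about -4.2 in these data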;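 further: channel flux triggered by added potassium and thallium sulfate stimulus; B-score of peak minus minimum fluorescence over baseline after thallium stimulus; more negative B-score means stronger Kir2.1 block with less thallium influx; some compounds called inactive have numbers as strong as hits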
# Target sequence (P35561 whole entry, looked up): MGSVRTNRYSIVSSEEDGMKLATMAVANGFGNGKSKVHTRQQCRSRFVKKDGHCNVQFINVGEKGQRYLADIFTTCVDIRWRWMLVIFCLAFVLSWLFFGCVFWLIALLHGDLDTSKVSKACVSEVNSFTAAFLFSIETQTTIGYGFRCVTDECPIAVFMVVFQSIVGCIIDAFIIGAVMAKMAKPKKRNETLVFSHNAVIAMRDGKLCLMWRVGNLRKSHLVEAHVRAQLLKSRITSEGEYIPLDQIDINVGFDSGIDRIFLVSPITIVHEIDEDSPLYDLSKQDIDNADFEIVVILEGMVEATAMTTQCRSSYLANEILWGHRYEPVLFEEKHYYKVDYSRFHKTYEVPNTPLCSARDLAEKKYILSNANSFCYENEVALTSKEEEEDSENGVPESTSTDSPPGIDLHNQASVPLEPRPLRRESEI
# * marks the source's active call; other numbers are inactive results; i = inactive.
SMILES,KCNQ2 inh,Kir21 inh
CC(=O)Nc1ccccc1C(=O)C(=O)Nc1cccc(C(=O)N2CCC3(CC2)OCCO3)c1,i,-2.6
Cc1ccc(NC(=O)[C@@H](NC(=O)N2C[C@H]3C[C@@H](C2)c2cccc(=O)n2C3)C(C)C)cc1,i,0.5
COC(=O)Cn1cc(C(=O)c2ccccc2F)c2ccccc21,i,0.4
CN(C)c1ccc(/C=C/C=C2/C(=O)NC(=O)N(c3ccccc3)C2=O)cc1,i,0.91
Clc1ccc2[nH]c3c(c2c1)CCNC3,i,-0.93
CCCCN1C(=O)C(C2c3ccccc3C(=O)N2Cc2ccccc2)C(=O)NC1=S (centres undefined),i,0.55
CN1CCc2nc(N)c(C#N)c(-c3ccccc3)c2C1,i,0.63
CC1CCCCN1C(=O)Cn1cc(C=C2C(=O)N(C)C(=O)N(C)C2=O)c2ccccc21 (centres undefined),i,-0.31
CC1(C(O)(C#CCN2CCCCC2)c2ccccc2)CCCC1 (centres undefined),i,-1
O=C(O)CCCc1ccc(N(CCCl)CCCl)cc1,i,1.5
O=C1NC(=O)C(=Cc2ccc3c(c2)OCO3)C(=O)N1,i,-0.81
COc1ccc(Br)cc1CN1CCN(CCO)CC1,i,-0.61
Cc1ccc(CNC2=NCCS2)cc1,i,-2.6
O=C(NC[P+](=O)O)OCc1ccccc1,i,0.94
N#Cc1ccc(Cn2cc(C=O)c3ccccc32)cc1,i,-0.71
CNc1ccc2oc(C[C@H]3O[C@@]4(CC[C@H]3C)O[C@H]([C@H](C)C(=O)c3ccc[nH]3)[C@H](C)C[C@H]4C)nc2c1C(=O)O,i,0
CCC(=Nc1ccc(OC)cc1OC)c1c(O)n(C)c(=O)n(C)c1=O,i,-1
Cc1ccc(OP(=O)(NC(C)c2ccccc2)Oc2ccc(C)cc2)cc1 (centres undefined),i,0.83
Cc1nn(Cc2ccccc2)c(C)c1C=C1C(=O)NC(=S)NC1=O,i,-1.8
CC1(CCl)CN1S(=O)(=O)c1ccccc1 (centres undefined),i,-1.2
COc1cc(/C=C/c2nc3ccccc3c(=O)n2-c2ccccc2O)ccc1O,i,1.4
CCSC1=NN1c1cc(C)nc(N)n1,i,-1.6
Cc1ccc(/C=C2\C(=O)NC(=O)N(Cc3ccccc3Cl)C2=O)o1,i,-1.5
O=C1NC(=O)C2(Cc3ccccc3N3CCCC32)C(=O)N1c1ccccc1 (centres undefined),i,0.02
CC12CC[C@H]3[C@@H](CCC4(O)C[C@H](O)CCC34/C=N/NC(=O)c3ccccc3Cl)C1(O)CCC2C1=CC(=O)OC1 (some centres undefined),i,0.18

# Filtered by structure, the compounds so far containing four or more nitrogen atoms.
SMILES,KCNQ2 inh,Kir21 inh
Cc1ccc(NC(=O)[C@@H](NC(=O)N2C[C@H]3C[C@@H](C2)c2cccc(=O)n2C3)C(C)C)cc1,i,0.5
CN1CCc2nc(N)c(C#N)c(-c3ccccc3)c2C1,i,0.63
CC1CCCCN1C(=O)Cn1cc(C=C2C(=O)N(C)C(=O)N(C)C2=O)c2ccccc21 (centres undefined),i,-0.31
Cc1nn(Cc2ccccc2)c(C)c1C=C1C(=O)NC(=S)NC1=O,i,-1.8
CCSC1=NN1c1cc(C)nc(N)n1,i,-1.6

# Back to the main list, repeating the 2 entries before the break.
SMILES,KCNQ2 inh,Kir21 inh
O=C1NC(=O)C2(Cc3ccccc3N3CCCC32)C(=O)N1c1ccccc1 (centres undefined),i,0.02
CC12CC[C@H]3[C@@H](CCC4(O)C[C@H](O)CCC34/C=N/NC(=O)c3ccccc3Cl)C1(O)CCC2C1=CC(=O)OC1 (some centres undefined),i,0.18
CN1CCN(Cc2ccc(Br)s2)CC1,i,-1.1
CCCCCCn1c(=O)c(C(=O)Nc2nnc(C)s2)c(O)c2ccccc21,i,0.48
O=c1[nH]c(=O)n(-c2ccccc2)c(O)c1/C=C1/C(c2ccccc2)=Nc2ccccc21,i,-1.1
COc1ccccc1C1=NCc2nnc(CSC)n2-c2ccc(Cl)cc21,i,0.29
O=C1NC(=O)N(c2ccc(Cl)cc2)C(=O)/C1=C\c1ccc(Sc2nc3ccccc3[nH]2)o1,i,-1.7
COc1cccc(C2(C#N)CCN(C)CC2)c1,i,-0.63
COc1cc(C(O)CNC(C)C)cc(F)c1OC (centres undefined),i,-1.1
O=C(c1cc(=O)[nH]c2ccc(Br)cc12)N1CCC2(CC1)OCCO2,i,-0.21
CCN(CC)CCCOC(=O)C(OC)(c1ccccc1)c1ccccc1,i,-0.43
Cn1c(O)c(C2=NNC(c3ccc(Cl)cc3)C2)c(=O)n(C)c1=O (centres undefined),i,1.9
Cc1nc2cc([N+](=O)[O-])ccc2c(=O)n1-c1ccccc1[N+](=O)[O-],i,0.06
CNC(=O)Oc1cccc2ccccc12,i,0.74
COC(=O)Nc1ccc(N=C(N)N[N+](=O)[O-])cc1,i,-0.9
COc1cccc(O)c1CN1CCCC(C(=O)c2sccc2C)C1 (centres undefined),i,-3.7
Cc1ccc(/C=C2/C(=O)NC(=O)N(CCc3ccc(F)cc3)C2=O)s1,i,1.8
NCC1(c2ccc3c(c2)OCCO3)CCCC1,i,-0.06
O=C(CN1C2CCC1CC(O)(c1cccnc1)C2)Nc1ccc2c(c1)OCO2 (centres undefined),i,-1.1
COc1ccc(CCNC2CCCCCC2)cc1,i,-0.58
Cc1ccc2c(c1)CC1(CN2C)C(=O)NC(=O)N(c2ccccc2C)C1=O (centres undefined),i,0.95
O=c1[nH]c(=O)n(Cc2ccco2)c(O)c1/C=N/N1CCCCC1,i,0.03
c1cc(CNCCc2ccc3c(c2)OCO3)ccn1,i,2.7
COc1ccc(NC2=NCCCS2)cc1OC,i,1.6
Cc1cc(=O)oc2cc3c(cc12)CCCN3,i,0.12
O=c1[nH]c(CN2CCNCC2)nc2ccccc12,i,-0.64
CCCn1cc2c3c(cccc31)C1CC(C)CN(C)C1C2 (centres undefined),i,0.05
SMILES,KCNQ2 inh,Kir21 inh
CC(C)OP(=O)(OC(C)C)C(O)c1ccccc1F (centres undefined),i,0.91
COc1cc(/C=N/NP(=S)(c2ccccc2)c2ccccc2)ccc1O,i,2.2
CN1CCN(c2ncc(C=O)s2)CC1,i,0
O=S(=O)(c1ccccc1)N1CCCCC1c1cccnc1 (centres undefined),i,-2.5
COc1ccc(N2C(=O)/C(=C/c3ccc(OC)c(OC)c3)C(=O)NC2=S)cc1,i,1
O=c1nc(/C=C/c2ccc(Cl)cc2Cl)cc(C(F)(F)F)[nH]1,i,-1.8
CCCCCCNC(=O)N[C@H](Cc1ccc(O)cc1)C(=O)NCCC[C@H]1CN2C(=NC[C@H]2CCC)N1CC1CCC1,i,0.38
Oc1ccc(/C=N/NP(=S)(c2ccccc2)c2ccccc2)cc1O,i,-2.3
Cc1ccc(-n2c(O)c(C=N)c(=O)n(-c3ccc(C)cc3)c2=O)cc1,i,-1.1
CC(=Nc1ccc2c(c1)CCC2)c1c(O)n(C2CCCCC2)c(=O)[nH]c1=O,i,0.25
O=C(N/N=C/c1c(O)n(C2CCCCC2)c(=S)[nH]c1=O)c1ccccc1O,i,0.21
CN1C(=O)/C(=C/c2cccn2-c2ccc3ccccc3c2)C(=O)NC1=S,i,1
CCN(CC)CCN/N=C(\C)c1c(O)[nH]c(=O)[nH]c1=O,i,-0.71
COc1cc2c(cc1OC)-c1c(OC)c(OC)cc3c1[C@H](C2)[N+](C)(C)CC3,i,-2.3
CN1CCC(N2CC3CC(C2)c2cccc(=O)n2C3)CC1 (centres undefined),i,-0.09
CCC(=NCCC1=CCCCC1)c1c(O)[nH]c(=O)[nH]c1=O,i,-0.96
COc1cc(OC)cc(C2(C#N)CCN(C)CC2)c1,i,0.67
CCN1C(=O)C(=Cc2ccc(C)s2)C(=O)N(CC)C1=S,i,1.4
COC(=O)C1=C(c2ccc(S(C)(=O)=O)cc2)C[C@@H]2CC[C@H]1N2C(=O)N1CCOCC1,i,-1.1
COc1ccc(CN2C(=O)NC(=O)/C(=C\c3ccc(OC)c(OC)c3OC)C2=O)cc1,i,0.72
CCN(N=Nc1nonc1OC)c1nonc1OC,i,1.2
COc1ccc(-c2nc(CSCC(=O)N3CCC4(CC3)OCCO4)c(C)o2)cc1OC,i,-0.58
COc1ccc(Cl)cc1C(=O)C1CCCN(CCO)C1 (centres undefined),i,-1
Cn1c(=O)cc(SCC(=O)N2CCC3(CC2)OCCO3)c2ccccc21,i,-1.2
c1cnc2c(c1)ccc1ncccc12,i,-0.01

# 6 of these compounds in a different format:
SMILES | KCNQ2 inh | Kir21 inh
COc1cc(/C=N/NP(=S)(c2ccccc2)c2ccccc2)ccc1O | i | 2.2
CN1CCN(c2ncc(C=O)s2)CC1 | i | 0
O=S(=O)(c1ccccc1)N1CCCCC1c1cccnc1 (centres undefined) | i | -2.5
COc1ccc(N2C(=O)/C(=C/c3ccc(OC)c(OC)c3)C(=O)NC2=S)cc1 | i | 1
O=c1nc(/C=C/c2ccc(Cl)cc2Cl)cc(C(F)(F)F)[nH]1 | i | -1.8
CCCCCCNC(=O)N[C@H](Cc1ccc(O)cc1)C(=O)NCCC[C@H]1CN2C(=NC[C@H]2CCC)N1CC1CCC1 | i | 0.38

# Additional records follow:
SMILES,KCNQ2 inh,Kir21 inh
C(#CCN1CCOCC1)COCc1ccccc1,i,0.63
CN1CCN(c2ccc(NC(=O)Oc3ccccc3)cc2)CC1,i,0.03
CCC(=NCc1cc(OC)cc(OC)c1)c1c(O)[nH]c(=O)[nH]c1=O,i,-0.31
COc1ccc(C(=O)C2CCCN(Cc3ccc(C)s3)C2)cc1OC (centres undefined),i,-0.56
O=c1[nH]c(=O)n(CCc2ccccc2)c(O)c1C=NC1CC1,i,-0.19
Cc1cccc(OCC(=O)N2CCN(Cc3ccc([N+](=O)[O-])cc3)CC2)c1,i,0.21
COc1cccc(NC(=O)CN2CC(c3ccccc3)CC2=O)c1 (centres undefined),i,-0.66
O=C(Cn1ncc2c3ccccc3n(Cc3ccc(F)cc3)c2c1=O)N1CCC2(CC1)OCCO2,i,0.94
COc1cccc(-n2c(-c3ccoc3)nc3ccccc3c2=O)c1,i,-0.34
O=C1CN(C(=O)COC(=O)Cc2ccccc2)c2ccccc2N1,i,0.78
S=C1NCCN1,i,0.79
CN1C(=O)/C(=C\N2CCc3ccccc32)C(=O)NC1=S,i,-7.3
CCOc1ccc(NC(=O)C2C3c4ccccc4C(c4ccccc43)C2C(=O)O)cc1 (centres undefined),i,0.2
Clc1ccc(C(c2ccccc2)c2ncc[nH]2)cc1 (centres undefined),i,-1.9
CC1CN=C(NCc2ccc(F)cc2)S1 (centres undefined),i,0.69
CN(CCOc1ccc(C=C2C(=O)NC(=O)NC2=O)cc1)c1ccccn1,i,0.15
Clc1ccc2c(c1)C(c1ccccc1Cl)=NCc1nnc(N3CCN(CCOc4ccccc4)CC3)n1-2,i,0.08
NP(=O)(OCCCCc1ccccc1)Oc1ccccc1Cl (centres undefined),i,0.58
COc1ccc(-n2c(/C=C/c3cccc(F)c3)nc3ccccc3c2=O)c(OC)c1,i,0.58
N#C/C(=C(/O)c1ccc(S(=O)(=O)N(CCCl)CCCl)cc1)c1nc2ccccc2[nH]1,i,-1.2
COc1ccccc1OCC#CCN1CCOCC1,i,1.9
COc1ccc(CCNCc2cccc(C(F)(F)F)c2)cc1OC,i,0.25
COc1ccccc1CN1CCN(C(=O)Cc2ccccc2)CC1,i,-0.26
COc1ccc(-c2cc(C(=O)N3CCC4(CC3)OCCO4)c3ccccc3n2)cc1,i,0.49
CC1CCC(C(C)C)C(OC(=O)Cn2c(COc3ccccc3)[n+](C)c3ccccc32)C1 (centres undefined),-10*,-17*
SMILES,KCNQ2 inh,Kir21 inh
O=[N+]([O-])c1cc(F)c(N2CCCCC2)cc1Br,i,-0.18
Cc1nc2ccccc2c(=O)n1-c1ccncc1,i,-0.01
CCCN(CC#CCOc1ccc(OC)cc1)CCC,i,0.35
O=c1c2ccccc2nc(SCC2CCCCO2)n1-c1ccccc1 (centres undefined),i,-0.47
CP(=O)(Nc1ccc(Cl)cc1)c1nc2c(s1)CCCC2 (centres undefined),i,0.64
COc1ccc(C(=O)O/N=C(/C(N)=O)P(=O)(OC(C)C)OC(C)C)cc1,i,-4.6*
C[C@H](NC(=O)N1C[C@H]2C[C@@H](C1)c1cccc(=O)n1C2)C(=O)Nc1ccccc1F,i,-2.1
COc1ccc(OCC(=O)N2CCN(Cc3nc4cc([N+](=O)[O-])ccc4n3C)CC2)cc1,i,-0.43
Cc1ccc(C(=O)C2(C)N(O)C(C)C(c3cccs3)=[N+]2[O-])cc1 (centres undefined),i,0.67
N=c1sccn1Cc1ccc(Cl)cc1Cl,i,-0.01
O=c1c2ccccc2nc(-c2ccccc2)n1-c1ccccn1,i,0.44
CN(C)CCSCc1nnc2n1-c1ccc(Cl)cc1C(c1ccccc1Cl)=NC2,i,-0.4
O=C(C[N+]12CCC(CC1)C(C(O)(c1ccccc1)c1ccccc1)C2)c1ccc(Br)cc1 (centres undefined),i,-0.4
C=CCn1c(O)c(/C=C2/C=CC=N2)c(=O)[nH]c1=O,i,0.07
Cc1nn(Cc2ccccc2Cl)c(C)c1C(=O)OCC(=O)N1CC(C)OC(C)C1 (centres undefined),i,0.02
C/C(=N\NC(=O)c1ccncc1)c1c(O)n(Cc2ccccc2)c(=O)[nH]c1=O,i,1.7
CC1CCCC(NC(=O)CNC(=S)N2CC3CC(C2)c2cccc(=O)n2C3)C1C (centres undefined),i,-0.21
O=C1C2CCCN2C(c2cccc(Cl)c2)N1c1ccccn1 (centres undefined),i,0.63
CCCCCCOc1ccc(CN2CCN(C)CC2)cc1,i,-4.8*
Nc1ccnn1C1CCNCC1,i,2.4
O=C1/C(=C/c2cc([N+](=O)[O-])ccc2Cl)N2CCC1CC2,i,-0.8
CC(C)(C)C(=O)c1cn(Cc2ccccc2)c2ccccc12,i,1.4
S=C(NC1CCCCC1)N1CCC(c2cnc[nH]2)CC1,i,1.2

# Compound activity as filed in PubChem BioAssay.

# A portion of the library; count on the stated rates, not on these rows.
